Screening results (PubChem)
Gli-Sufu antag = antagonists of Gli-Sufu signaling. inhibition, % at 5 µM. actives 0.74% (n = 340,000). AID 588413. Sufu-KO-LIGHT fibroblasts, Gli luciferase reporter luminescence;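 active = inhibition above about 55%, limit read from the data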;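 also: 0% = DMSO-treated cells and 100% = wells with medium but no cells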
CXCR6 block = blocks human CXCR6 beta-arrestin recruitment; O00574; inhibition, % at 20 µM; CHO-K1 PathHunter CXCR6 beta-arrestin, luminescence; actives 0.36% (n = 360,000); in the data active = inhibition above about 34%, passing the limit was not always enough;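 also: antagonist mode with CXCL16 agonist at 10 nM final; 0% = 10 nM CXCL16 with DMSO and 100% = unstimulated wells without agonist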
Target sequence (O00574 whole entry, looked up): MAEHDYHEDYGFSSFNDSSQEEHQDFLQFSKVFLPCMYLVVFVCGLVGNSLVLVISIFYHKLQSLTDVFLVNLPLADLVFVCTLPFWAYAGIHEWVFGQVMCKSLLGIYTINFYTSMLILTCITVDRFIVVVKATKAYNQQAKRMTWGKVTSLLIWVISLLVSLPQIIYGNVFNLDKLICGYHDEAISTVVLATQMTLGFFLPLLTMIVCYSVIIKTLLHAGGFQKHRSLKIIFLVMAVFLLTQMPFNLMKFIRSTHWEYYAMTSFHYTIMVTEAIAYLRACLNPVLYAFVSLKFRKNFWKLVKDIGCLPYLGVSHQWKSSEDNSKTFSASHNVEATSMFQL
EBI2 antag = EBI2 (human) antagonism. P32249. EBI2 beta-arrestin recruitment, luminescence, 7a,25-OHC stimulated. inhibition, % at 5 µM. actives 0.81% (n = 360,000); in the data active = inhibition above about 38%;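 also: enzyme fragment complementation signal reports receptor beta-arrestin coupling in cells; 0% = agonist plus DMSO wells and 100% = wells without agonist; some results beyond the cut were filed as inactive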
Target sequence (P32249 whole entry, looked up, the tested form may be a part): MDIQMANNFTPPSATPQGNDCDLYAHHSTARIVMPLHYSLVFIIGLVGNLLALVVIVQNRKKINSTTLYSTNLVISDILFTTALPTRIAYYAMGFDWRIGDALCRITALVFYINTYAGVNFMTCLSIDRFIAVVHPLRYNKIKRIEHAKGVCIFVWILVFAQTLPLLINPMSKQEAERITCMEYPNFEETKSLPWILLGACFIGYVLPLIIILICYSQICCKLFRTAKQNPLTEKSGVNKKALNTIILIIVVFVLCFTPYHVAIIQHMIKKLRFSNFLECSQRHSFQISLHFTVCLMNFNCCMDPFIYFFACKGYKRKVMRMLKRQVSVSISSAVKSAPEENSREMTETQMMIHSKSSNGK
MPTP block = permeability transition pore inhibition. inhibition, % at 10 µM. actives 1.4% (n = 360,000). isolated mouse mitochondria, Ca2+ swelling absorbance, 30 min;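 active = inhibition of 50% or more, scaled per plate between neutral and stimulator controls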;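 also: 0% = DMSO wells given calcium and 100% = 1 mM EGTA wells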
GRIN3A LBD mod = modulates the human NR3A ligand-binding domain; NR3A LBD differential scanning fluorimetry, Tm shift; 0% = protein alone, 100% = glycine-bound protein; Tm shift relative to glycine control, % at 25 µM; actives 2.5% (n = 340,000); AID 1259313;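 active = melting temperature shift of at least 10% of the positive control shift, at one fixed dose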
CCR6 antag = blocks CCL20-driven beta-arrestin recruitment at human CCR6; AID 493098; CHO-K1 CCR6 PathHunter beta-arrestin, luminescence, CCL20-stimulated; inhibition, % at 20 µM; actives 0.49% (n = 340,000); P51684;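 active = compounds whose inhibition of the agonist-driven luminescence signal at 20 µM reaches about 50%, limit read from the data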;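 also: cells stimulated with CCL20 at 14 nM final; plate controls were DMSO with CCL20 for no effect and DMSO without agonist for full effect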
APOBEC3A inh = inhibitors of human APOBEC3A DNA deaminase. inhibition, % at 20 µM. recombinant A3A, FAM/TAMRA ssDNA deamination fluorescence. P31941. actives 0.41% (n = 330,000);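 active = at least 40% inhibition at 20 µM here, with at most 30% in a related deaminase screen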;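 also: plate controls were A3A with DMSO for no effect and wells lacking A3A enzyme for full effect; some results filed as inactive read as strong as hits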
Target sequence (P31941 whole entry, looked up): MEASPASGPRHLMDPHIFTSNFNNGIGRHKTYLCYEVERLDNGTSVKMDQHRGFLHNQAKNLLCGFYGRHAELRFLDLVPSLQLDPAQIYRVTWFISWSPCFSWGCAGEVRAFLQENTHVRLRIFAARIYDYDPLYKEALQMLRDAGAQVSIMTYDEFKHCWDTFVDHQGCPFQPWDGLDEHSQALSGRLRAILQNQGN
A3G deaminase = APOBEC3G (human) deaminase inhibition | recombinant A3G, ssDNA deamination FAM/TAMRA fluorescence | inhibition, % at 20 µM | actives 0.28% (n = 330,000) | AID 493012;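 active = inhibition of at least 40% at 20 µM, with no more than 30% in the related APOBEC3A deaminase screen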;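 also: plate controls were DMSO wells with A3G for no effect and wells lacking A3G enzyme for full effect; some compounds called inactive have numbers as strong as hits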
Starred values were filed as active, the others as inactive; x = not tested or not shown. Compounds as they come (roughly 5.8% active in at least one column).

| mol | Gli-Sufu antag | CXCR6 block | EBI2 antag | MPTP block | GRIN3A LBD mod | CCR6 antag | APOBEC3A inh | A3G deaminase |
| --- | --- | --- | --- | --- | --- | --- | --- | --- |
| Cc1ccc(S(=O)(=O)N2CCN(C(=O)CCOc3ccccc3C)CC2)cc1C | -4 | 0 | 48* | -1.7 | 7 | -8 | 7 | -7 |
| COc1ccc(C(NC(=O)/C=C\c2ccco2)c2ccc(OC)c(OC)c2)cc1 (centres undefined) | 3 | 3 | 2 | 2.2 | 1 | 0 | 6 | -6 |
| Cc1cnc(C(=O)N(CC(C)C)c2c(N)n(CC(C)C)c(=O)[nH]c2=O)cn1 | -13 | 4 | -7 | -1.0 | -2 | 9 | 0 | -1 |
| COC(=O)c1ccccc1NC(=O)CNc1ccc(F)c(S(=O)(=O)N2CCOCC2)c1 | 3 | -4 | 7 | -0.2 | 0 | 8 | 0 | -8 |
| O=C(c1ccc(N2CCOCC2)nc1)N1CCOCC1 | -2 | -2 | 2 | -0.5 | 0 | -11 | 2 | -4 |
| O=C(CCl)Nc1c(C(=O)Nc2ccc3c(c2)OCCO3)oc2ccccc12 | -68 | 12 | 1 | -1.1 | -2 | 3 | -4 | -7 |
| Cc1ccc(N2C(=O)N(CC(=O)c3cc(C)ccc3C)C(=O)C2C)cc1 (centres undefined) | 13 | 5 | 8 | 2.6 | 13* | 12 | 2 | -3 |
| CCOC(=O)C1=C(C)N=C2SC(C(=O)OC)=CC(=O)N2C1c1ccc(F)cc1 (centres undefined) | 1 | 0 | 10 | 1.0 | -9 | 33 | 54* | -9 |
| Cc1nc2cc(-c3ccccc3)nn2c(C)c1CCC(=O)N1CCN(c2ccccc2)CC1 | 19 | 23 | -5 | -1.1 | -1 | -3 | -2 | -8 |
| COc1ccc(/C=N/NC(=O)C(=O)NCc2cccnc2)cc1 | -1 | -9 | -7 | -0.4 | 0 | 11 | -3 | -6 |
| Cc1c(C(=O)Nc2ccccc2)oc2c1C(=O)CC(C)(C)C2 | -7 | -1 | 20 | -0.3 | 0 | 10 | -1 | -5 |
| COc1ccc(C2Sc3nncn3N2Cc2ccc(C#N)cc2)cc1 (centres undefined) | 11 | 4 | -2 | -1.0 | -2 | -31 | 0 | -1 |
| O=S(=O)(NCc1ccccc1)NCc1ccc(Cl)cc1Cl | 1 | 0 | 4 | 0.6 | -1 | 6 | -2 | -7 |
| Fc1ccc(Oc2nccc(-c3ccc(Cl)cc3)n2)cc1 | -4 | -5 | 4 | 2.5 | -3 | -4 | 4 | 1 |
| O=C(Nc1ccccc1C(=O)O)c1cc(S(=O)(=O)N2CCCCCC2)ccc1Cl | -18 | 5 | -18 | -0.4 | -6 | 2 | -3 | -6 |
| O=C(COc1cc2oc(=O)c3c(c2cc1Cl)CCC3)N1C[C@H]2C[C@@H](C1)c1cccc(=O)n1C2 | x | 0 | -5 | 1.8 | -1 | -2 | -4 | -4 |
| O=C(Cc1ccccc1)Nc1ccc2c(c1)C(=O)N(CC1CCCO1)C2=O (centres undefined) | 29 | -4 | 4 | 2.3 | 3 | 8 | -5 | -9 |
| CCn1c(-c2nn(C)c(C)c2Cl)n[nH]c1=S | -3 | -4 | -3 | 0.3 | 1 | -4 | -4 | 21 |
| Cc1ccc(S(=O)(=O)N2CCOc3ccccc32)c(C)c1NS(C)(=O)=O | -1 | 7 | 7 | -0.3 | -1 | 6 | -2 | -6 |
| COc1ccc(N2CCN(/C(=N\S(=O)(=O)c3ccccc3)Nc3nc(C)cc(C)n3)CC2)cc1 | 1 | 0 | 0 | -0.3 | -1 | -12 | -1 | -2 |
| O=C(Nc1ccc(C(O)(C(F)(F)F)C(F)(F)F)cc1)c1ccc(Cl)c([N+](=O)[O-])c1 | -8 | 9 | 15 | 83* | 13* | 24 | -1 | -2 |
| CCCCCCCCOC(=O)c1cc([N+](=O)[O-])c(Sc2ncnc3nc[nH]c23)c([N+](=O)[O-])c1 | -22 | 9 | -33 | 5.7 | -11 | 43 | x | x |
| COC(=O)c1ccc(C(=O)NC2CCSc3ccccc32)cc1 (centres undefined) | 6 | 4 | 3 | -0.2 | 2 | 11 | -5 | -11 |
| COc1cc(OC)cc(C(=O)NC(C(=O)Nc2ccc3nc(C)sc3c2)C(C)C)c1 (centres undefined) | 4 | 5 | 20 | -1.1 | 0 | 11 | -5 | -9 |
| O=C1CC(=O)N2CCSC2=N1 | 3 | -6 | -3 | -0.3 | -2 | 3 | x | x |
| Cc1ccc(NC(=O)C2CCCN2C(=O)NCc2ccccc2)cc1 (centres undefined) | 12 | -4 | -3 | -0.6 | -1 | 0 | 1 | -13 |
| CS(=O)(=O)CCSc1ncccc1C(=O)NCc1cccs1 | 12 | -8 | -7 | 2.1 | 1 | -4 | 1 | -9 |
| Cc1cc(C(=O)CSc2nnc(N)s2)c(C)n1CCc1ccc(Cl)cc1 | -4 | -17 | 4 | 9.7 | -14 | -9 | -2 | -6 |
| CCC(CC)NC(=O)COC(=O)c1ccc(OCC(=O)Nc2ccccc2OC)c(OC)c1 | -6 | 3 | 9 | 1.0 | -1 | 3 | -2 | -6 |
| CCNS(=O)(=O)c1ccc(CCC(=O)NCc2cccnc2)cc1 | -3 | 13 | 0 | -0.5 | 1 | -1 | 2 | -9 |
| CC1=NNC(=O)C1CCC(=O)N/N=C\c1cccc(Cl)c1 (centres undefined) | -5 | -3 | -6 | -0.6 | 0 | 0 | -5 | -2 |
| CCCCCCCOc1ccc(OC(=O)c2cccnc2)cc1 | 74* | -8 | 7 | 3.8 | 1 | 2 | -3 | -5 |
| CCCc1nc2c(c(=O)c3ccccc3n2C)c(=O)n1-c1ccc(F)cc1 | 14 | 2 | -9 | 0.6 | -1 | -1 | 3 | -1 |
| Clc1ccc(OCCCc2nc(-c3cccnc3)no2)c(Cl)c1 | 7 | -10 | -3 | -5.0 | -8 | 14 | -2 | -5 |
| Clc1ccc(CSc2nc3ccncc3[nH]2)cc1 | -110 | 3 | 0 | -3.5 | 2 | 2 | 3 | 1 |
| O=C(NC(=S)Nc1cccnc1Cl)c1ccco1 | -12 | 4 | -4 | 0.7 | -1 | 17 | 0 | -7 |
| O=C(CSC1=NCCS1)N1CCOCC1 | -1 | -2 | -3 | -3.9 | 3 | 17 | 0 | -1 |
| O=C(N/N=C/c1cccnc1)C12CC3CC(CC(C3)C1)C2 | -12 | 3 | 1 | 5.1 | 2 | -4 | 3 | -4 |
| Cc1ccc(C(C)C)c(OCC(O)CN2CC(C)OC(C)C2)c1 (centres undefined) | 1 | 3 | 5 | 0.9 | 2 | -4 | -2 | -5 |
| CC(C)NC(=O)c1cnc(N2CCN(c3ccccn3)CC2)c2ccccc12 | 5 | 9 | 10 | -1.2 | 0 | 12 | 0 | -2 |

Complete entries as entered above:
Shown for `O=C(c1ccc(N2CCOCC2)nc1)N1CCOCC1` = Gli-Sufu antag = -2; CXCR6 block = -2; EBI2 antag = 2; MPTP block = -0.5; GRIN3A LBD mod = 0; CCR6 antag = -11; APOBEC3A inh = 2; A3G deaminase = -4
Shown for `Cc1ccc(S(=O)(=O)N2CCN(C(=O)CCOc3ccccc3C)CC2)cc1C` = Gli-Sufu antag = -4; CXCR6 block = 0; EBI2 antag = 48*; MPTP block = -1.7; GRIN3A LBD mod = 7; CCR6 antag = -8; APOBEC3A inh = 7; A3G deaminase = -7

Next part:
| mol | Gli-Sufu antag | CXCR6 block | EBI2 antag | MPTP block | GRIN3A LBD mod | CCR6 antag | APOBEC3A inh | A3G deaminase |
| --- | --- | --- | --- | --- | --- | --- | --- | --- |
| Cc1cc(=O)oc2cc(OCCSCCN3CCCCC3)ccc12 | 5 | 2 | 5 | -1.7 | 2 | 10 | 3 | 3 |
| CCC(=O)NCCCc1nc2ccccc2n1Cc1ccccc1F | -1 | 3 | -4 | 0.9 | 0 | -4 | 7 | 0 |
| COc1ccc(CCNC(=O)CCNC(=O)N2CC(=O)Nc3ccccc32)cc1 | -15 | -3 | -9 | -0.2 | -1 | 2 | -3 | -8 |
| COc1cccc(CNC(=O)c2nnn(CC(=O)Nc3cc(Cl)ccc3C)c2N)c1 | -3 | 0 | 6 | -0.2 | 3 | 8 | 2 | 0 |
| Cc1cc(=O)n(CC(C)C)c(O)c1C#N | -2 | -15 | 1 | -1.1 | -14 | -17 | 0 | -6 |
| Nc1cc(N2CCCCCC2)c2nonc2c1[N+](=O)[O-] | 5 | 10 | 9 | -0.4 | 0 | 22 | -1 | -1 |
| COc1cc([N+](=O)[O-])ccc1NC(=O)CCCOc1ccccc1 | 4 | -2 | -2 | 0.8 | -2 | 18 | 1 | 1 |
| O=Cc1c(Cl)nc2ccccn12 | -1 | -1 | -5 | -1.9 | 2 | 2 | 0 | 2 |
| COn1c(-c2ccccc2)nc2ccc(Cl)cc21 | -53 | -2 | -2 | -0.9 | 0 | -9 | -1 | -5 |
| O=C(c1ccc([N+](=O)[O-])cc1)N(Cc1cccs1)C1CCS(=O)(=O)C1 (centres undefined) | 5 | 6 | -6 | -0.5 | -1 | 7 | -5 | -8 |
| CC(=O)c1cccc(NC(=O)CCCNC(=O)c2ccc(Cl)cc2)c1 | -8 | 3 | 3 | -2.1 | -1 | 11 | -2 | -5 |
| Cc1ccc(NC(=O)Nc2ccc3c(c2)OCO3)c(OC(F)F)c1 | -104 | 3 | 3 | -1.3 | 4 | 16 | 2 | 0 |
| CC(C)C(NS(=O)(=O)c1c(Cl)cccc1Cl)C(=O)OCC(=O)c1c[nH]c2ccccc12 (centres undefined) | 7 | 2 | 31 | 32 | 23* | 21 | 0 | -4 |
| Cc1noc(C)c1NC(=O)N(C)C[C@H]1Oc2ccc(NC(=O)Nc3ccccc3)cc2C(=O)N([C@H](C)CO)C[C@@H]1C | -4 | -7 | 4 | -0.9 | 2 | -4 | 1 | -3 |
| Oc1cccc2c(-c3nn[nH]n3)ccnc12 | -11 | -18 | -20 | -0.5 | 0 | -2 | -3 | -9 |
| O=C1OC(c2ccc(Cl)cc2)=N/C1=C\C=C\c1ccco1 | 0 | 5 | -10 | 0.5 | 3 | 14 | 18 | -1 |
| CC(C)CNc1nc(Oc2ccc(=O)n(-c3ccccc3)n2)nc(N2CCOCC2)n1 | 3 | 3 | 9 | 0.1 | 1 | 6 | 1 | -2 |
| CC1CC(C)CN(S(=O)(=O)c2ccc(NC(=O)[C@@H]3CCCN3C(=O)c3cccs3)cc2)C1 (some centres undefined) | 1 | 1 | -4 | -0.6 | -13 | 5 | -1 | -3 |
| CCC(C)n1c(=S)[nH]c2ccccc2c1=O (centres undefined) | 6 | 8 | -16 | -0.5 | 2 | 10 | -3 | 5 |
| COc1ccc(NC(=O)CCS(=O)(=O)c2ccc3nc(C)sc3c2)cc1OC | -2 | 7 | 7 | -0.9 | 5 | 4 | -1 | 2 |

Part of the list above, limited to CXCR6 block.
smiles	CXCR6 block
CCC(=O)NCCCc1nc2ccccc2n1Cc1ccccc1F	3
O=Cc1c(Cl)nc2ccccn12	-1
Cc1cc(=O)oc2cc(OCCSCCN3CCCCC3)ccc12	2
Cc1ccc(NC(=O)Nc2ccc3c(c2)OCO3)c(OC(F)F)c1	3
COc1cc([N+](=O)[O-])ccc1NC(=O)CCCOc1ccccc1	-2
Cc1cc(=O)n(CC(C)C)c(O)c1C#N	-15
COn1c(-c2ccccc2)nc2ccc(Cl)cc21	-2

The list continues.
| mol | Gli-Sufu antag | CXCR6 block | EBI2 antag | MPTP block | GRIN3A LBD mod | CCR6 antag | APOBEC3A inh | A3G deaminase |
| --- | --- | --- | --- | --- | --- | --- | --- | --- |
| Cc1cc(C)n2nc(N)c(N=Nc3cccc(Cl)c3)c2n1 | -2 | 6 | 12 | -0.8 | -15 | 4 | 0 | 0 |
| Cc1ccc(CNC(=O)Cc2ccc(NC3=NC4CS(=O)(=O)CC4S3)cc2)cc1 (centres undefined) | 5 | -2 | -7 | -2.0 | -2 | 4 | -4 | -6 |
| Cc1nn(-c2ccccc2)c(Cl)c1/C=N/NC(=O)c1ccc(CNc2ccccc2)o1 | -10 | 0 | -5 | 1.3 | -2 | -17 | -6 | -8 |
| Cc1ccc([N+](=O)[O-])cc1N=C(c1cccc([N+](=O)[O-])c1)N1CCOCC1 | -9 | 10 | 6 | 1.5 | -1 | 6 | -4 | -5 |
